Furin inh: inhibitors of human furin; inhibition, % at 30 µM; AID 463115; 220,000 tested, 0.061% active; P09958; purified furin, fluorogenic substrate cleavage; in the data active = inhibition above about 25%; also: inactives centre near -15
Target sequence (P09958 108-714 limits assumed): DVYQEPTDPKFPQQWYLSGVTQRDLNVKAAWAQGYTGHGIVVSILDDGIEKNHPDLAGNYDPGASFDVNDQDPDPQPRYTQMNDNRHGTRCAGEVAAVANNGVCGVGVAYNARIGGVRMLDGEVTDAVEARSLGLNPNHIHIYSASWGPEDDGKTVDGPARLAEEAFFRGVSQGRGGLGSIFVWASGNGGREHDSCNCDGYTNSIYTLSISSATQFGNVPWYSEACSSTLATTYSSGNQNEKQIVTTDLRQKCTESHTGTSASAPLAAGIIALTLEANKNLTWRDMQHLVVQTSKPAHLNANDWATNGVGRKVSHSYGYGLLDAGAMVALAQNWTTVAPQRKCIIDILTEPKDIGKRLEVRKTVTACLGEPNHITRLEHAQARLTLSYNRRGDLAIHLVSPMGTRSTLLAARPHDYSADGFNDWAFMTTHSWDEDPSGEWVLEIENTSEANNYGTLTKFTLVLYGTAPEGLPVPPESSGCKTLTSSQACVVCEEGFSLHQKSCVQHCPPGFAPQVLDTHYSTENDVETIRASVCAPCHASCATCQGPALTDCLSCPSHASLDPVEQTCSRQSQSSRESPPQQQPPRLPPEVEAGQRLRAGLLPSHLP
PPC-1+TRAIL kill: PPC-1 cancer cell killing with TRAIL present. PPC-1 cells + TRAIL, ATPLite viability luminescence. AID 1443. 220,000 tested, 0.41% active. cell killing (% activity), % at 4 µM;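 active = cell killing above 50% in the first pass at 4 µM, then a duplicate retest at 5 µM averaging 50% or more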;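 also: plate controls were cells with TRAIL plus DMSO for no effect and medium-only wells lacking cells for full effect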
m-calpain inh: inhibitors of pig calpain II; 220,000 tested, 0.37% active; inhibition, % at 16 µM; purified calpain II, fluorogenic peptide substrate, 30 min;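 active = inhibition above about 50%, limit read from the data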
TRPN1 ag: activates the zebrafish TRPN1 channel. HEK293 zebrafish TRPN1-YFP, Fluo-8 calcium fluorescence; 100% = response to 87 µM carbachol. activation, % at 3 µM. 220,000 tested, 0.18% active. AID 1424;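 active = activation above its plate's cutoff, the mean activation of test wells on that plate plus 3 SD, cut at about 19% in these data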;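 also: 0% = DMSO alone and 100% = 87 µM carbachol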
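System: zebrafish TRPN1-YFP in HEK293 cells / Dosing: 3 µM single point / Timing: dye loading 1 h at 37 °C, then 30 min room temperature / Signal: Fluo-8 calcium fluorescence, excitation 470-495 nm, emission 515-575 nm / Read-out basis: percent activation from peak over basal fluorescence ratio, control-normalized / Control set: high carbachol 87 µM, low DMSO alone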
Cl transport mod: modulates chloride dependent transport by human KCC2; B-score of Tl+ flux slope (higher = more flux/activation; lower = inhibition) at 10 µM; AID 1456; KCC2 cells, thallium flux FluoZin-2 fluorescence; 190,000 tested, 2.2% active;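 active = thallium flux slope and its plate-corrected score both differing from the plate sample mean at a set confidence after two filtering rounds, in either direction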;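 also: slope of fluorescence scaled to starting intensity during 10 to 20 s after thallium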
Thrombin inh: thrombin (human) inhibition; alpha-thrombin, Boc-VPR-AMC fluorogenic substrate cleavage; inhibition, % at 5 µM; 220,000 tested, 0.26% active;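 active = inhibition at or above 40%; inactive = inhibition below 40%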;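 also: 0% = enzyme with no compound and 100% = wells without enzyme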
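Material: human alpha-thrombin enzyme / Medium: pH 7.5 Tris (50 mM) with NaCl 150 mM, Tween 20 0.05% / Compound: single-point dosing at 5 µM, 0.2% DMSO / Incubation: enzyme reaction carried out at room temperature / Detection: AMC fluorescence, 355/460 nm / Read-out basis: percent inhibition scaled between no-compound controls and no-enzyme blanks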
Tb hexokinase: blocks Trypanosoma brucei hexokinase 1 activity. recombinant TbHK1, G6PDH-coupled NADH A340. inhibition, % at 10 µM. AID 1430. 220,000 tested, 0.11% active;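 active = inhibition of 50% or more in the single-dose primary screen; inactive = inhibition below 50%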
EBV gp42 block: inhibitors of Epstein-Barr virus glycoprotein 42. Fluorescence polarization binding assay, mP read-out. Q1HVG2. 220,000 tested, 0.42% active. inhibition, % (tested at 21.74 µM); in the data active = inhibition above about 50%
Target sequence (Q1HVG2 whole entry, looked up): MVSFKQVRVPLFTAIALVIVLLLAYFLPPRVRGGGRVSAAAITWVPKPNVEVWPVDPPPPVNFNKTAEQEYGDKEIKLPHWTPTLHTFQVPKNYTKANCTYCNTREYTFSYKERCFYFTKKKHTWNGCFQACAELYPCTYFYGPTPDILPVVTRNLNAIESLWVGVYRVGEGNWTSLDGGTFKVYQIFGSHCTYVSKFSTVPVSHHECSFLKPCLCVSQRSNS
TRPML3 ag: human mucolipin-3 channel agonism; 220,000 tested, 0.29% active; activation, % at 3 µM; HEK293 TRPML3-YFP, Fluo-8 calcium fluorescence; 100% = the carbachol control signal; Q8TDD5;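 active = activation above its plate's cutoff, the mean activation of the plate's test wells plus 3 SD, cut at about 12% in these data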;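 also: 0% = DMSO only wells and 100% = carbachol wells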
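system = HEK293 cells stably carrying human TRPML3-YFP | doses = one concentration, 3 µM nominal, 0.3% DMSO | timing = dye loading 1 h 37 °C then 30 min ambient, 125 s read | detection = Fluo-8 calcium dye fluorescence, ex 470-495, em 515-575 nm | benchmarks = high control carbachol 87 µM, low control DMSO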
Active calls of the source: *; i = inactive; / = not tested or not shown; [ ] = another dose, or the depositor's remark. An unsorted share of the library; 3.6% or so of the library scored in one or more.

The line under a structure holds: Furin inh, PPC-1+TRAIL kill, m-calpain inh, TRPN1 ag, Cl transport mod, Thrombin inh, Tb hexokinase, EBV gp42 block, TRPML3 ag
> CCOc1ccc(NC(=O)C2CCCN(S(=O)(=O)c3c(C)n[nH]c3C)C2)cc1 (stereo not drawn)
    -1, 3, 17, 1.4, 0.09, 1, -5, -9, 0.1
> CS(=O)(=O)N1CCc2cc(C(=O)Nc3ccccc3)ccc21
    -16, /, 0, 4.0, 0.65, -1, -3, -2, 1.3
> CCCCn1c(SCC(=O)NC(C)CC)nc2ccc(N3CCOCC3)cc2c1=O (stereo not drawn)
    -17, 5, i, 1.6, /, 5, -7, -10, -0.4
> Cc1cc(=O)[nH]c(NN=C(CC(C)C)CC(C)C)n1
    -1, 4, -5, -0.1, 0.74, -7, -8, 4, 0.6
> Cn1c(N)c(C(=O)COC(=O)c2ccnc3ccccc23)c(=O)n(C)c1=O
    -14, 18, 20, 0.0, -0.021, 3, 4, 2, 0.0
> Cc1ccc(NC(=O)C(=O)NCCN2CCN(C(=S)Nc3ccccc3)CC2)cc1
    -19, 14, 0, 0.1, -0.3, -1, -8, -12, 0.8
> N#Cc1ccccc1NC(=O)c1ccccc1OCC(=O)Nc1ccc2c(c1)oc1ccccc12
    -24[20 µM], /, /, -0.4, 1.1, /, -6, /, 0.3
> O=C(Nc1ccccc1N1CCOCC1)c1ccccc1NS(=O)(=O)c1ccc(F)cc1
    -24[20 µM], 5, -8, 0.1, -1.6, 2, -12, -20, -0.1
> O=C(Nc1nccs1)c1cc(S(=O)(=O)N2CCOCC2)c(Cl)cc1Cl
    -14[20 µM], -6, -18, 2.7, 0.73, -2, -4, -8, 1.5
> CCOC(=O)C1CCCN(C(=O)c2sc3nc(-c4ccc(OC)cc4)cn3c2C)C1 (stereo not drawn)
    -22, 3, -38, 2.1, -0.017, 1, -1, -19, 0.7
> CC(=O)c1ccc(N2CCN(C(=O)C3(S(=O)(=O)c4ccc(Cl)cc4)CC3)CC2)cc1
    3, 23, -33, 1.3, /, -3, -24, -3, 0.8
> CCCCc1c(O)nc(SCC(=O)c2ccccc2)[nH]c1=O
    -18[20 µM], 21, 3, -0.2, -1.4, 3, 5, -20, -0.6
> COc1ccc(C(=O)COC(=O)CCN2C(=O)C3C4CC(C(Br)C4Br)C3C2=O)cc1 (stereo not drawn)
    -18[20 µM], 6, 4, 5.7, 1.3, -19, 2, 5, 0.9
> CCOc1nc(NC2CCCCC2)nc(NC(C)(C)C)n1
    -6[20 µM], 6, 41, 0.2, -0.064, -2, 3, -10, -0.2
> O=C(O)COc1ccc2oc3ccccc3c2c1
    -12, 0, 12, -0.6, -0.098, -8, 6, 0, -0.1

Rewritten as labelled records: part of the list above
CCCCc1c(O)nc(SCC(=O)c2ccccc2)[nH]c1=O
  Furin inh: -18[20 µM] | PPC-1+TRAIL kill: 21 | m-calpain inh: 3 | TRPN1 ag: -0.2 | Cl transport mod: -1.4 | Thrombin inh: 3 | Tb hexokinase: 5 | EBV gp42 block: -20 | TRPML3 ag: -0.6
COc1ccc(C(=O)COC(=O)CCN2C(=O)C3C4CC(C(Br)C4Br)C3C2=O)cc1 (stereo not drawn)
  Furin inh: -18[20 µM] | PPC-1+TRAIL kill: 6 | m-calpain inh: 4 | TRPN1 ag: 5.7 | Cl transport mod: 1.3 | Thrombin inh: -19 | Tb hexokinase: 2 | EBV gp42 block: 5 | TRPML3 ag: 0.9
CCOc1nc(NC2CCCCC2)nc(NC(C)(C)C)n1
  Furin inh: -6[20 µM] | PPC-1+TRAIL kill: 6 | m-calpain inh: 41 | TRPN1 ag: 0.2 | Cl transport mod: -0.064 | Thrombin inh: -2 | Tb hexokinase: 3 | EBV gp42 block: -10 | TRPML3 ag: -0.2
O=C(O)COc1ccc2oc3ccccc3c2c1
  Furin inh: -12 | PPC-1+TRAIL kill: 0 | m-calpain inh: 12 | TRPN1 ag: -0.6 | Cl transport mod: -0.098 | Thrombin inh: -8 | Tb hexokinase: 6 | EBV gp42 block: 0 | TRPML3 ag: -0.1

Following part.
The line under a structure holds: Furin inh, PPC-1+TRAIL kill, m-calpain inh, TRPN1 ag, Cl transport mod, Thrombin inh, Tb hexokinase, EBV gp42 block, TRPML3 ag
> CC(=O)C1=C(C)N(CC2CC2)C(=O)N[C@H]1c1ccc(Br)cc1
    -11, 15, -8, 0.0, -0.067, -4, -18, -2, -0.4
> COC(=O)c1cc(C)sc1NC(=O)CC1Nc2ccccc2NC1=O (stereo not drawn)
    -13, 34, -19, -1.6, -0.17, -9, -16, -28, 0.9
> COc1ccc(C[C@H]2CN3C(=NC[C@H]3Cc3ccccc3)N2CCNC(=O)CCC2CCCCC2)cc1
    -25, -4, -3, -0.5, -0.18, -4, 16, -10, -0.3
> CCN(CC)CCCN(Cc1cc2cc(OC)c(OC)cc2[nH]c1=O)C(=O)Nc1ccccc1
    -12[20 µM], 21, -174, 1.9, /, -3, -37, -1, 0.6
> N#Cc1cnn2cc(CCN3CCOCC3)c(-c3ccc(F)cc3)nc12
    -27, 8, -182, -0.2, /, 0, -1, -8, 0.5
> CN(NC1OC(=O)c2ccccc21)c1ncc(Cl)cc1C(F)(F)F (stereo not drawn)
    11, 13, 17, 1.0, -1.8, 14, -36, -4, -0.3
> O=P(CCN1CCCCC1)(c1ccccc1)c1ccccc1
    -12[20 µM], 40, -3, -1.3, -17*, -4, -1, -7, 0.4
> Cc1sc(-c2ccccn2)nc1OC(=O)c1cccc(Cl)c1Cl
    -12[20 µM], 1, -88, 0.6, /, -10, 0, -3, -0.1
> Cc1cccc(Cn2c(N(C)Cc3ccccc3)nc3c2c(=O)[nH]c(=O)n3C)c1
    -11, 16, -10, -1.3, /, -4, 0, -10, -0.9
> Cc1ccc[n+](Cc2ccc([N+](=O)[O-])cc2)c1
    -13, 13, 13, 0.5, -1.6, -2, 5, -6, 0.4
> Cn1ccnc1SCc1cn2cc(Br)ccc2n1
    -12, 12, -39, 0.8, /, -8, -1, -9, 0.6
> NC(=O)c1ccc(NCc2ccco2)c([N+](=O)[O-])c1
    -5, 8, -6, 0.9, -0.25, -3, -11, -19, 0.2
> CCOC(=O)C1=C(CN2CC(C)CC(C)C2)NC(=O)NC1c1ccc2c(c1)OCO2 (stereo not drawn)
    -21, -3, 16, -1.1, -0.48, -5, -1, -9, -0.4
> Cc1cccc(NC(=O)c2cnn(C)c2)c1C
    -18, 16, -9, -0.7, 0.39, -8, -3, -18, 0.8
> O=C(Nc1ccc2c(c1)nc1n2CCSC1)c1ccco1
    -20, 60*[5 µM], -266, 0.1, -2.7, 0, -2, 18, 0.3
> CC(C)CCOc1ccc(Cl)cc1CN1CCOCC1
    -6[20 µM], 10, 17, -0.2, 0.13, -2, -2, -14, 0.3
> COc1ccc2c(c1)c(C(=O)OCCN(C)C)c(C)n2C
    -20, 30, 0, -0.1, 0.027, -6, 1, -2, 0.4
> CCCn1c(SCc2ccc(Cl)cc2)nc2c1c(=O)[nH]c(=O)n2C
    -22, 0, 13, -0.9, -0.72, -11, -1, -2, -0.7
> OC1(c2cccs2)CN(c2ccccc2)C2=[N+]1CCCC2 (stereo not drawn)
    -31, 15, -2, 1.3, 0.93, 3, 1, -8, 0.6
> COc1ccc(N2C(=O)CC(NNC(=O)c3cc(C)oc3C)C2=O)cc1 (stereo not drawn)
    -34, 7, -13, -0.2, 0.3, -2, -4, -16, 0.8
> CC(C)Oc1cc(S(=O)(=O)N2CCCCC2)ccc1N
    -22, 5, -5, 0.8, 1, /, 2, -4, 0.8
> Cn1c(SCC(=O)N2c3ccccc3Sc3ccc(Cl)cc32)nnc1-c1ccco1
    -19, 23, -1, 0.9, -0.74, -3, 4, -1, 0.4
> Cc1ccccc1OCc1nnc(SCc2nc3ccccc3c(=O)[nH]2)n1C
    -26, 37, -11, 0.0, 0.026, -23, -2, -5, 0.8
> Cc1onc(-c2ccccc2Cl)c1C(=O)NCC(=O)O
    -1, 20, -15, -1.1, /, 6, 1, -10, 0.8
> COCc1cc(C)nc(NCCc2ccccc2)c1C#N
    -29[20 µM], -5, -190, -1.3, -2, 0, -11, -6, -0.3
> COc1c(Cl)cc(C(=O)Nc2ccc(Cl)cn2)cc1Cl
    -12[20 µM], 10, -20, 0.2, 0.26, 3, -14, -15, 0.4
> Cc1ccc(-c2nc3ncccc3o2)cc1NC(=O)c1cccs1
    -24, -5, -17, 0.8, /, -14, -1, -17, 0.6
> COc1ccc(N(CC(=O)NCc2ccco2)S(=O)(=O)c2ccccc2)cc1
    -13, 22, 25, -1.3, 1.4, -4, -3, -6, 0.1
> COc1ccc(C(C)N2CC34C=CC(O3)C(C(=O)OCC(C)C)C4C2=O)cc1 (stereo not drawn)
    -20, 5, -9, -0.1, 0.44, 3, -12, -3, 0.3
> CC(=O)c1ccc(OCCCC(=O)NC(C)c2ccc(S(N)(=O)=O)cc2)cc1 (stereo not drawn)
    -26, 6, -4, 1.9, 2.1, -4, 0, 3, 1.4
> CCCOc1ccccc1NC(=O)c1ccc(N)cc1
    -10[20 µM], 10, -6, 0.4, /, 2, 2, -23, -0.3
> CCc1ccc(NC(=O)c2ccc3c(c2)C(=O)N(Cc2ccco2)C3=O)cc1
    -2, 6, -64, 0.7, 2.5, -4, 5, -13, 0.0
> Cc1cc(C)c(OCCOCCN2CCNCC2)c(C)c1
    -16[20 µM], -2, 2, -0.3, 0.92, -4, -7, 2, -0.4
> COc1ccc(-n2ncc(C(=O)N3CCN(c4ccc(F)cc4)CC3)c2C)cc1
    -20, -15, -19, 4.8, -3.3, 2, 0, -5, 1.6
> Clc1ccc(Cn2nnc(-c3ccc(N4CCOCC4)cc3)n2)cc1
    -25, 10, -15, 0.9, 0.11, 1, -3, -6, 0.4
> CCc1ccc(NC2=NCC(=O)N2c2ccc3c(c2)OCCO3)cc1
    -18[20 µM], -28, -7, -2.0, 0.54, 1, -2, -17, 0.5
> CCOC(=O)c1oc2cc(O)ccc2c(=O)c1-c1ccc(OC)cc1
    -18, -1, 18, 3.2, -1.3, 0, -15, -12, -0.2
> Cc1nonc1NC(=O)CSc1nc(C23CC4CC(CC(C4)C2)C3)nc2ccccc12
    -20, 12, 20, 2.1, 0.64, -5, -6, 23, 0.4
> Cc1ccc(Cn2c(Sc3nccc(C)n3)nc3c2c(=O)[nH]c(=O)n3C)cc1
    -18, 11, -11, 1.1, -0.26, 7, -1, -17, 0.1

Bioassay records from PubChem BioAssay.
